# CF NFkB inh = cystic fibrosis NF-kB activation inhibition; KKLEB NF-kB-GFP reporter, PAF-induced, GFP fluorescence overnight; inhibition, % at 5 µM; 360,000 compounds, 0.86% hits; AID 588850;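 active means at least 50% inhibition at 5 µM, scaled per plate between neutral and stimulator controls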;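 further: PAF is a Pseudomonas aeruginosa culture filtrate used as stimulus; plate controls were PAF-stimulated DMSO wells for no effect and unstimulated DMSO wells for full effect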
# Peg3 promoter = inhibitors of Peg3 promoter; HeLa PEG-Prom luciferase reporter, luminescence, overnight; inhibition, % at 20 µM; 360,000 compounds, 1.7% hits; AID 588405;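 active means inhibition of at least 50% at 20 µM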
# NR2E3 ag-1 = agonists of human nuclear receptor NR2E3; Q9Y5X4; GST-NR2E3/biotin-RetCOR TR-FRET, 1536-well; inhibition of corepressor binding, % at 4.78 µM; 320,000 compounds, 0.12% hits; AID 2300;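 active means percent inhibition above the cutoff of mean plus 3 SD of all tested compounds, set per screening campaign, cut at about 20% in these data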;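 further: 0% = DMSO wells and 100% = biotin wells as full block of FRET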
# Target sequence (Q9Y5X4 whole entry, looked up): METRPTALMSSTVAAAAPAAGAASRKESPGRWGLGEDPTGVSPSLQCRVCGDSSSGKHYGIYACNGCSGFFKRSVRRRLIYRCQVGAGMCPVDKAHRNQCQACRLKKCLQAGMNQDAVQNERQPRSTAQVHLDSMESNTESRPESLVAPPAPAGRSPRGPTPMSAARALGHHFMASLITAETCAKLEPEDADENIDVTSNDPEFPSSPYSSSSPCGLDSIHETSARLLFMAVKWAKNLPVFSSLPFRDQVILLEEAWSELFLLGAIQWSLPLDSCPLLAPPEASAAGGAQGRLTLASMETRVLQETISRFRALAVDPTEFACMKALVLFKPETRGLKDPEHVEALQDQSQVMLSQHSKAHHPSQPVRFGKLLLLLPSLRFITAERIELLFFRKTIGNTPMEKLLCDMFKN
#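 Test system: GST-NR2E3 and biotin-RetCOR proteins | Quantity: 1.35 nM GST-tagged NR2E3 final | Medium: Tris pH 7.5 | Also added: 7 nM biotin-RetCOR | Dosing: Compound at 4.8 µM, single dose | Timing: 5 h at 4 °C | Detection: Time-resolved FRET | Read-out basis: Percent inhibition | Benchmarks: Biotin wells as high control, 0.6% DMSO wells as low control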
# TRPM1 prom inh = inhibitors of MITF-driven TRPM1 promoter in melanoma cells; SK-MEL-5 TRPM1 promoter luciferase, 24 h; inhibition, % at 12.5 µM; 330,000 compounds, 0.83% hits;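 active means mean inhibition across replicates of 60% or more, whatever share of single replicates reaches that level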; further: values of inactives mirror those of a sister screen read the other way
# NR2E3 ag-2 = agonists of human NR2E3 nuclear receptor; Q9Y5X4; 360,000 compounds, 0.35% hits; CHO-S Gal4-NCOR/VP16-NR2E3 two-hybrid, luciferase; inhibition of corepressor binding, % at 3.98 µM; AID 602229;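 active means inhibition above the mean of all tested compounds plus 3 SD, cut at about 70% in these data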;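 further: 0% = DMSO with NR2E3 transfected cells and 100% = cells lacking NR2E3 construct; higher means lower luciferase signal from less NR2E3 corepressor binding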
# iPSC survival up = increases survival of single human iPS cells. AID 602274. 360,000 compounds, 0.044% hits. survival enhancement, % at 20 µM. hiPSC single-cell survival, ATPlite luminescence; 100% = ROCK inhibitor wells, 0% = DMSO; in the data active means survival enhancement above about 18%;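 further: cells exposed to compounds for 16 hours before the ATP read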
# TRAIL sens C8 = caspase-8 TRAIL sensitization; NB7+C8 cells + TRAIL, ATPlite viability luminescence; 360,000 compounds, 1% hits; AID 624354; inhibition (viability loss, TRAIL sensitization), % at 10 µM;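 active means compounds causing at least 50% loss of cell viability in the single-dose screen, relative to plate controls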
# Shn3 3UTR inh = reduces Shn3 3'UTR luciferase signal in osteoblasts. inhibition, % at 12.5 µM. 360,000 compounds, 0.52% hits. Clone20 osteoblast Shn3 3'UTR firefly luciferase, 24 h;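 active means mean inhibition of at least 75% with every replicate also reaching 75%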;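 further: 0% = median of neutral control wells and 100% = pilot-screen positive control compound; some compounds past the cut are filed as inactive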
# KKLEB cytotox = counter-screen for CF NF-kB inhibitors: cytotoxicity; KKLEB CF airway cells viability, ATPlite luminescence, overnight; stronger effect = lower value; cells stimulated with P. aeruginosa culture filtrate; activity change (cytotoxicity), % at 5 µM; 360,000 compounds, 0.36% hits; AID 602141;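 active means corrected activity change at or below -50% at 5 µM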
# HIF-2a inh = blocks HIF-2a reporter activity; inhibition, % at 18.8 µM; 786-0 RCC cells HIF-2a reporter, luciferase luminescence, overnight; 360,000 compounds, 0.72% hits;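 active means inhibition of the luminescence signal of 40% or more relative to plate controls, in a single-dose primary screen at 18.75 µM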
# EBV LMP1 NFkB = Epstein-Barr LMP1 NF-kappaB reporter inhibition | LMP1-induced NF-kappaB luciferase reporter cells, luminescence | inhibition, % at 12.5 µM | 350,000 compounds, 0.69% hits | AID 504558; in the data active means inhibition above about 41%;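 further: 0% = neutral control wells and 100% = reference inhibitor control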
# * marks the source's active call; other numbers are inactive results; / = not tested or not shown. Some of the compounds tested; the hit share may differ from the screen's.
SMILES,CF NFkB inh,Peg3 promoter,NR2E3 ag-1,TRPM1 prom inh,NR2E3 ag-2,iPSC survival up,TRAIL sens C8,Shn3 3UTR inh,KKLEB cytotox,HIF-2a inh,EBV LMP1 NFkB
COc1cc(C(=S)N2CCOCC2)cc(OC)c1OS(=O)(=O)c1ccc(C)cc1,-12,13,0,6,-20,-0.1,3,-1,-12,6,1
CCN(CC)S(=O)(=O)c1ccc(N2CCCCC2)c(NC(=O)C2CCN(C(=O)c3ccc(F)cc3)CC2)c1,-5,8,-3,6,-4,-0.1,-1,8,2,-18,2
CCN1CCN(C(=S)c2ccc([N+](=O)[O-])cc2)CC1,-15,4,2,1,-18,-0.6,-5,-16,0,9,0
Cc1ccc(C)c(NC(=O)C2CC=CCC2C(=O)O)c1 (centres undefined),11,-3,1,11,-8,1.5,-18,1,5,22,3
C=CCN(C1CCCCC1)S(=O)(=O)c1ccc2c(c1)oc(=O)n2C,-5,14,0,-1,-4,0.4,-5,-9,3,4,9
CC1(C)CC(NC(=O)CCc2nnc(CCCCc3ccccc3)o2)CCO1 (centres undefined),8,7,-1,-7,-15,-0.6,-1,8,4,6,-2
O=C(CNC(=O)c1ccc(Cl)cc1)NC1CCCCC1,26,-17,3,8,-9,0.1,-8,-23,-5,-13,6
Cc1cccc(NC(=O)c2nc[nH]c2C(=O)Nc2ccccc2F)c1,-6,5,/,/,-9,-4.5,14,1,-18,-6,4
O=C1OCCN1C(=O)[C@H]1[C@H](c2ccc(Cl)cc2)C(c2cccc(Cl)c2)=NN1c1ccc(Br)cc1,-17,26,/,2,-30,-0.5,0,8,3,-7,2
COc1ccc(NS(=O)(=O)c2cc(NC(=O)C3CCCO3)ccc2N2CCCC2)cc1 (centres undefined),8,2,3,-9,2,7.4,-3,-12,-11,18,19
COc1ccc(CCNC(=O)C2CCN(S(=O)(=O)c3c(C)noc3C)CC2)cc1OC,-2,22,1,-4,5,-1.9,6,-4,-9,13,1
CCC(NC(=O)Nn1cnnc1)(C(F)(F)F)C(F)(F)F,2,8,2,2,-11,-3.8,1,15,1,8,66*
CCCCn1c(SCC(=O)N2CCOCC2)nc2ccccc2c1=O,1,10,-1,2,18,0.2,-36,-7,8,15,-4
COC(=O)c1cc(COC(=O)c2cccnc2SC)oc1C,-2,11,2,-4,-17,-2.4,-9,5,6,11,-1
Cc1csc(NC(=O)CCn2c(=O)oc3ccccc32)n1,-4,1,3,-3,-7,-1.4,5,-4,-1,-8,-10
COCCN1C(=O)N[C@@H](c2cccc(C(F)(F)F)c2)C(C(=O)OC)=C1C,9,-19,1,6,8,7.4,-3,5,14,-8,2
COc1ccc(NC(=O)c2ccc3[nH]c(=O)c(=O)[nH]c3c2)c(OC)c1,-3,-5,-1,-2,-27,0.4,7,-8,21,0,8
COc1ccccc1NC(=O)C1=C(C)Nc2nnnn2C1c1cc(Br)ccc1OC (centres undefined),0,10,2,8,11,1.2,-1,8,-14,20,-3
O=C(CCNS(=O)(=O)c1ccc(Br)cc1)NNC(=O)C1COc2ccccc2O1 (centres undefined),8,-16,/,4,8,5.2,-12,-2,-3,1,2
Cc1ccc(NC(=O)CSc2nnc(-c3cnccn3)n2C)cc1C,-13,0,2,-3,-18,2.0,-9,-39,8,-18,1
CCN(CC)S(=O)(=O)c1cccc(NC(=O)CN2C(=O)c3ccc([N+](=O)[O-])cc3C2=O)c1,-20,4,-5,-7,10,0.2,1,-9,3,13,-6
Cc1c(CN(C)C)c2c(n1Cc1ccccc1)C(=O)c1ccc(Br)cc1-2,7,67*,-1,9,14,0.0,20,10,-25,-6,-4
CC(=O)NS(=O)(=O)c1ccc(NS(=O)(=O)c2ccccc2[N+](=O)[O-])cc1,0,6,1,-1,-20,-0.1,1,-9,-1,1,7
CC(=O)N1c2ccccc2C(CBr)=CC1(C)C,0,10,1,-23,11,-0.6,5,4,-8,17,-8
CCc1ccccc1Nc1nc(N)nc(CSc2nnc3ccccn23)n1,-16,-18,1,2,6,-0.3,-16,25,0,-2,0

# As entered above:
# COc1ccc(NC(=O)c2ccc3[nH]c(=O)c(=O)[nH]c3c2)c(OC)c1 – TRAIL sens C8: 7
# CCC(NC(=O)Nn1cnnc1)(C(F)(F)F)C(F)(F)F – TRPM1 prom inh: 2
# CCN(CC)S(=O)(=O)c1cccc(NC(=O)CN2C(=O)c3ccc([N+](=O)[O-])cc3C2=O)c1 – TRPM1 prom inh: -7

# Additional results:
SMILES,CF NFkB inh,Peg3 promoter,NR2E3 ag-1,TRPM1 prom inh,NR2E3 ag-2,iPSC survival up,TRAIL sens C8,Shn3 3UTR inh,KKLEB cytotox,HIF-2a inh,EBV LMP1 NFkB
COc1cc(NC(=S)N2CCCC(C)C2)c(OC)cc1Cl (centres undefined),7,-19,-1,2,-34,0.1,5,-7,4,-19,-11
CC(C)CSc1nnc(N)s1,0,-1,-1,-10,3,5.5,8,-8,1,2,-1
CC(=O)Nc1c(NCC(C)C)c2ccccc2oc1=O,1,16,0,-6,-3,0.2,31,3,4,6,-11
O=C(CCC(NC(=O)OCc1ccccc1)C(=O)O)OCc1ccccc1 (centres undefined),15,8,2,0,-37,0.0,-11,6,-6,9,-5
O=C(CSc1nc(-c2ccc(F)cc2)cs1)NC(=O)NCc1ccco1,3,16,-1,3,-6,0.6,1,-1,7,1,0
COc1ccc(NC(=O)c2ccc(COc3ccccc3OC)o2)cc1OC,2,3,0,-5,2,-4.7,13,-4,3,-3,-16
Cc1ccccc1C(=O)N/N=C/c1ccncc1,-6,-34,-2,-9,-18,-0.7,-6,-12,-4,-15,2
Cc1nc([N+](=O)[O-])c(NCCO)n1Cc1ccccc1,2,-2,3,3,-6,-0.4,1,6,-5,5,5
Cc1ccccc1S(=O)(=O)NC1OC(=O)C(Cl)=C1Cl (centres undefined),7,9,-2,15,-2,1.1,-13,-1,-2,-4,-4
COc1ccc(C(=O)CN2C(=O)c3ccccc3S2(=O)=O)cc1Br,-20,5,-4,21,-28,0.4,20,41,-3,3,15
C=CCn1c(-c2ccccc2)nc2nc3ccccc3nc21,-5,-28,2,0,-25,9.8,20,-7,1,-82,-6
O=C(NC1CCSc2ccccc21)c1cc(S(=O)(=O)N2CCOCC2)ccc1F (centres undefined),13,-7,-2,3,-41,-0.4,-15,4,0,-7,-5
COc1ccc(C(=O)NCC(=O)NCC2(N(C)C)CCCCC2)cc1OC,-2,7,2,-3,2,-3.0,18,8,4,30,1
COc1cccc(C(=O)Nc2cc(C(=O)NCc3ccc(C)cc3)ccc2N2CCC3(CC2)CC(c2cccc(Br)c2)=NO3)c1,-5,-2,-3,16,0,-2.0,3,10,-18,3,9
O=[N+]([O-])c1ccc(NC(c2ccccc2)c2ccc3cccnc3c2O)cc1 (centres undefined),8,58*,/,74*,-7,-2.9,24,91*,-19,21,57*
O=C(COc1ccccc1F)Nc1c2c(nn1-c1ccccc1)CS(=O)(=O)C2,-27,8,4,-2,-15,0.0,-8,8,1,14,-2
Cc1cc(NC(=O)CCC(=O)N(CC(=O)NC2CCCC2)Cc2ccc(F)cc2)no1,-16,10,0,8,-5,1.5,-10,3,0,3,-5
C[C@H](CO)N1C[C@H](C)[C@@H](CN(C)C(=O)Nc2ccccc2)Oc2c(NC(=O)Nc3ccc(C(F)(F)F)cc3)cccc2C1=O,-6,15,/,-1,-24,4.2,2,-2,-5,-16,-10
CC(NC(=O)COC(=O)C1CCN(c2ccc(C(F)(F)F)cn2)CC1)c1ccc(F)cc1 (centres undefined),-1,13,1,4,12,-0.2,-5,-8,-10,4,-1
CN1CCN(CCNC(=O)c2cn(Cc3ccccc3F)nn2)CC1,-1,-4,8,-2,21,1.0,-3,-1,8,-5,-5
COc1ccc(Cn2nc(-c3ccccc3)c(N3CCCCC3)cc2=O)cc1,-9,-32,3,11,-26,-0.2,1,7,-9,-13,4
O=c1ccc(NS(=O)(=O)c2ccc(Cl)cc2)cn1Cc1ccc(Cl)c(Cl)c1,6,26,1,-1,6,0.5,-7,-3,-11,6,-6
CCn1c(Cc2ccccc2)nnc1SCC(=O)Nc1ccccc1F,6,2,-5,-7,-19,-1.6,-5,-1,12,-2,2
OC(COCc1ccco1)CN1CCN(c2ccccc2)CC1 (centres undefined),0,5,0,9,-14,-0.9,0,1,0,15,3
COc1cccc(Nc2nc(C(N)Cc3ccc(C(F)(F)F)cc3)cs2)n1 (centres undefined),5,100*,/,/,1,-6.1,36,9,-12,13,/

# Other structures:
SMILES,CF NFkB inh,Peg3 promoter,NR2E3 ag-1,TRPM1 prom inh,NR2E3 ag-2,iPSC survival up,TRAIL sens C8,Shn3 3UTR inh,KKLEB cytotox,HIF-2a inh,EBV LMP1 NFkB
O=C(NCc1ccccc1C(F)(F)F)C1CC(c2ccccc2[N+](=O)[O-])=NO1 (centres undefined),14,-13,1,10,-20,-1.0,4,-11,-8,-17,1
c1ccc(SCc2nc3ccccc3s2)nc1,-22,-244,2,-20,-119,-0.2,20,-23,-1,-234,-21
COc1ccc(N(CC(=O)NCc2cccs2)S(=O)(=O)c2ccc(C(C)=O)cc2)cc1,2,-4,/,/,5,1.0,-21,-1,8,7,3
COC(C[C@@H](O)[C@H](C)[C@@H](O)COCc1ccccc1)OC,0,-3,/,-8,23,-3.1,11,-1,14,4,0
Cc1nn(CC(=O)Nc2nc3ccccc3s2)c(C)c1[N+](=O)[O-],1,-8,1,23,-29,-0.6,-9,4,-4,1,-9
S=c1[nH]nc(C2CC2c2ccc(Cl)cc2)n1-c1ccc(Cl)cc1 (centres undefined),0,15,1,-16,6,0.2,0,-16,19,13,-9
C/C(=C\COc1ccc2ccc(=O)oc2c1)CC[C@@H](O)C(C)(C)O,12,-79,1,-19,-51,-2.3,-13,-36,-20,-75,-7
CN(CC(=O)Nc1ccc(Cl)cc1)CC(=O)Nc1ccc(F)c(F)c1F,1,14,-2,3,0,-2.4,-1,-9,-8,13,-4
Cc1cccc(N2CCN(C(=O)C3CCCCC3)CC2)c1C,-1,-6,-1,-5,11,-0.2,-9,10,0,8,-4
COc1ccc2oc(=N)c(C(=O)Nc3cccc(C)c3C)cc2c1,5,-373,-1,-87,7,-0.4,-1,-165,-11,-223,-40
COC(=O)CSc1ccc2nnc(-c3ccc(OC)c(OC)c3)n2n1,7,14,-1,-12,-16,-0.6,-10,12,-15,19,-2
CCOC(=O)C1CCN(CC(C)(C)NS(=O)(=O)c2ccccc2)CC1,-4,3,-1,19,2,-0.3,-6,8,7,10,3
Cc1ccc(Cn2nc(C)c(C(=O)N3CCN(S(=O)(=O)/C=C/c4ccccc4)CC3)c2C)cc1,14,16,-4,12,14,-0.1,8,59,-6,8,7
COc1cc(OC)cc(C(=O)NC(=S)Nc2ccc3oc(=O)ccc3c2)c1,35,7,-1,4,14,-0.3,-6,-1,-13,0,7
